SSB-PriA inh: blocks PriA binding to SSB C-terminal tail; 430,000 tested, 0.6% active; inhibition, % at 33 µM; AlphaScreen SSBct-PriA binding, biotinylated peptide; in the data active = inhibition mostly above about 37%, no sharp cut-off; inactive = mostly below about 20%;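 also: plate controls were negative control peptide for no effect and reference peptide for full effect; strong numbers were not always called active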
* hit, by the source's call; & = joins results of further samples. Some of the compounds tested (hit frequency here may not be typical).

SMILES	SSB-PriA inh
O=C(CS(=O)(=O)c1cn(CC(=O)N2CCOCC2)c2ccccc12)Nc1ccccc1C(F)(F)F	-9.0
Cc1nc2c(=O)n(CC(=O)NCc3ccco3)nc(-c3ccc(F)cc3)c2s1	-10.0
O=C(COc1ccc(Cl)cc1Cl)NCCCS(=O)(=O)N1CCN(c2ccccn2)CC1	-8.0
O=C1CC(c2nc(-c3cccs3)no2)CN1CC1CCCCC1 (stereo not given)	-11.0
CSc1ccc(CCC(=O)N2C3CCC2CC(SC)C3)cc1 (stereo not given)	-16.0
Cc1nn(C)cc1/C=N\N=C1\CCC2C3CCc4cc(O)ccc4C3CCC12C (stereo not given)	-4.0
COC(=O)C1C(=O)NC(SCc2cccc3ccccc23)=C(C#N)C1c1ccccc1C (stereo not given)	-4.0&16.0
COc1cc(OC)c(NC(=O)N2CCC3(CC2)N=C(c2ccccc2)C(=O)N3)cc1Cl	-13.0
Cc1c(C(O)=C2C(=O)C(=O)N(CCN3CCOCC3)C2c2cccs2)cnn1-c1ccccc1 (stereo not given)	-5.8
O=S(=O)(C1CC1)N1CC(Oc2nc3c(Cl)cccc3s2)C1	-25.0
N#CC(C(=O)c1ccccc1)=C1CCCCCN1	-14.1
CC(=O)Nc1ccc(S(=O)(=O)N2CCN(c3cc(-c4ccccc4)ncn3)CC2)cc1	6.0
CN1CCN(CCn2cccn2)CC1	1.0
CCOc1ccc(C(=O)NCCCS(=O)(=O)N2CCN(c3cccc(C)c3)CC2)cc1	-26.0
Cc1nc(-c2cccc(F)c2)sc1CCNC(=O)Nc1ccccc1C(F)(F)F	-8.0

Part of the list above, set out differently.
structure: O=S(=O)(C1CC1)N1CC(Oc2nc3c(Cl)cccc3s2)C1
  SSB-PriA inh: -25.0
structure: O=C(COc1ccc(Cl)cc1Cl)NCCCS(=O)(=O)N1CCN(c2ccccn2)CC1
  SSB-PriA inh: -8.0
structure: CC(=O)Nc1ccc(S(=O)(=O)N2CCN(c3cc(-c4ccccc4)ncn3)CC2)cc1
  SSB-PriA inh: 6.0
structure: N#CC(C(=O)c1ccccc1)=C1CCCCCN1
  SSB-PriA inh: -14.1

Next records.
SMILES	SSB-PriA inh
O=C(c1ccco1)N1CCN(c2csc3ccccc3c2=O)CC1	3.0
CC(=NNC(=S)NC1CCCCC1)c1ccc(OC(F)F)cc1OC(F)F	1.4
Cc1cnc2n(c1=O)C(CC(=O)Nc1ccc(F)c(Cl)c1)CS2 (stereo not given)	-11.0
COc1cccc2c(NN=Cc3ccc(O)c(O)c3)cc(C)nc12	1.4
COC(=O)c1ccc(C(=O)Nc2nnc(-c3ccc(S(C)(=O)=O)cc3)o2)cc1	-10.0
COC(=O)c1ccc(NC(=O)Cn2cnc3c(sc4ncccc43)c2=O)cc1	-7.0
Cc1ccc([N+](=O)[O-])cc1S(=O)(=O)N1CCCN(S(=O)(=O)c2cc([N+](=O)[O-])ccc2C)CC1	-1.0
CCOC(=O)c1c(-c2ccc(F)cc2)csc1NC(=O)CSc1nnc2scc(-c3ccccc3)n12	-10.0
O=C(NCCC1=CCCCC1)C(=O)NCCC(O)C1CC1 (stereo not given)	8.0
COc1ccccc1N1CCN(C(=O)C2CCN(c3ncnc4c3oc3ccccc34)CC2)CC1	-5.0
O=C(Cc1ccc(-n2c(=O)c3ccccc3n(Cc3ccc(F)cc3)c2=O)cc1)N1CCCCCC1	-6.0
CCN1C(=Cc2ccc3ccccc3[n+]2CCCS(=O)(=O)[O-])C=Cc2cc(C)ccc21	2.1
O=C(c1ccsc1)N1CCN(c2ccc(-c3noc(C(F)(F)F)n3)cn2)CC1	-9.0
CN(C)S(=O)(=O)N1CCC(COCc2ccc(C#N)cc2)CC1	-4.0
NC(=NOC(=O)Nc1ccccc1)c1ccno1	-11.4
COC(=O)N1CCC(CNC(=O)CCc2ccc(S(C)(=O)=O)cc2)CC1	-14.0
O=C(Cn1cnc(-c2ccccc2)cc1=O)NC1CCCC1	-9.0
COC(C)(CNC(=O)NC1CCCC1)c1cccc(Cl)c1 (stereo not given)	-11.0
COc1ccc(CC(N)=NO)cc1	-15.3
Cc1cc(=O)n2c(-c3cccc(NC(=O)C(C)C)c3)csc2n1	1.0
CCc1ccc(N2CC(O)(c3ccc([N+](=O)[O-])cc3)[N+]3=C2SCCC3)cc1 (stereo not given)	18.0
COCCCNC(=O)c1cc(-c2cccs2)nc2c1c(C)nn2C1CCS(=O)(=O)C1 (stereo not given)	6.0
O=C(c1cc(-c2ccco2)on1)N1CCC(Oc2ccc(Cl)cn2)CC1	-9.0
COc1cc2[nH]c3c(=O)n(CC(=O)N4CCN(c5ccccc5OC)CC4)cnc3c2cc1OC	-12.0
Cc1nc(NCCNC(=O)Nc2ccc3c(c2)OCCO3)cc(-n2cccc2)n1	-5.0
Cn1cc(C(=O)Nc2ccc(OC(F)(F)F)cc2)c2[nH]c(=O)n(Cc3ccccc3)c(=O)c21	-5.0
Cc1ccc(COc2cn(CC(=O)Nc3ccccc3F)c(C)cc2=O)cc1	-4.0
O=C(c1ccccc1F)N1CCN(Cc2nc(-c3cccs3)cs2)CC1	4.0
CCCc1c(C(=O)Nc2ccc3c(c2)C(=O)OC3)nnn1-c1ccccc1	-7.0
CCOc1ccccc1NC(=O)c1ccc(S(=O)(=O)c2ccc(Br)cc2)nc1	-1.0

3 entries already listed, ordered by SMILES length, lowest first:
SMILES	SSB-PriA inh
COc1ccc(CC(N)=NO)cc1	-15.3
O=C(c1cc(-c2ccco2)on1)N1CCC(Oc2ccc(Cl)cn2)CC1	-9.0
CCCc1c(C(=O)Nc2ccc3c(c2)C(=O)OC3)nnn1-c1ccccc1	-7.0

The list continues:
SMILES	SSB-PriA inh
COc1cccc2cc(C(=O)NCc3cc(-c4ccccn4)n(C)n3)oc12	0.0
O=C(N=c1scc(-c2ccccc2)n1CCc1ccccc1)c1ccccc1	-28.0
NNc1nc2ccccc2c(=O)[nH]1	15.0
O=[N+]([O-])c1ccc(C=NNc2ncc(-c3ccccc3)cn2)cc1	-2.0
COc1nc(C)c(NC(=O)Cc2ccccc2)c(C)n1	8.0
O=S(=O)(Nc1cnc2ccnn2c1)c1ccccc1F	-15.0
O=C(NCCn1nc(-c2cccs2)n(C2CC2)c1=O)c1ccc2ncsc2c1	3.0
Cc1ccc(Nc2ccc(C)cc2)cc1	2.0&7.0
O=C(OCc1cc(-c2ccc(F)cc2F)on1)C1CCCC1	-10.0
O=C(CSc1nnc(CNC(=O)c2ccccc2C(F)(F)F)n1-c1ccccc1)Nc1nccs1	-12.0
c1cnc(-c2noc(C3CN(Cc4ccoc4)C3)n2)cn1	-2.0
C=CCCC(=O)NCC(OC)c1cccc(OC)c1 (stereo not given)	-17.0
COc1ccccc1C(CNC(=O)N1CCNC1=O)OC (stereo not given)	-2.0
CC1CCc2nc(NC(=O)COc3ccc(Cl)cc3)sc2C1 (stereo not given)	-1.0
CSc1ccccc1C(=O)N1CCCCC(c2ccc(F)cc2)C1 (stereo not given)	14.0
CC(=NNc1nc(-c2cc(C)ccc2C)cs1)c1cc2c(ccc3ccccc32)oc1=O	-9.1
O=C(NCC1(O)Cc2ccccc2C1)Nc1ccc(C(F)(F)F)cc1	2.0
O=C(CSc1nc2c([nH]c3ccccc32)c(=O)n1-c1cccc(Cl)c1)NCc1ccccc1	-4.0
Cc1nc(-c2cccs2)sc1CNC(=O)Nc1cccs1	11.0
O=C(NCC(c1ccsc1)N1CCc2ccccc2C1)c1c(F)cccc1Cl (stereo not given)	5.0&14.0
COc1ccccc1-c1coc2c3c(ccc2c1=O)OCN(Cc1c(F)cccc1Cl)C3	-7.0
O=C(CSc1ccc(NC(=O)c2ccco2)nn1)Nc1ccc(F)cc1F	-7.0&-4.0
COC(=O)Nc1ccc(S(=O)(=O)Nc2ccc3c(c2)CCC(=O)N3)cc1	-25.0
COc1ccccc1Cc1noc(C2CN(C(=O)c3c(F)cccc3Cl)C2)n1	0.0
CC(C)(C)c1ccc(C(=O)Nc2cccc(-c3ccc4nnc(-c5ccc(N6CCOCC6)cc5)n4n3)c2)cc1	4.0
COC(=O)CS[C@H]1CCN(S(=O)(=O)c2ccc(Cl)s2)C1	-18.0
COC(=O)c1ccc(CSc2ncnc3c2cnn3-c2ccc(F)cc2)o1	2.0
CCOc1cc(C(=O)Nc2ccc(-n3nnn(C)c3=O)cc2)cc(OCC)c1OCC	5.0
CCOC(=O)N1c2ccccc2NC(=O)CC1C (stereo not given)	-10.0
COc1cc(C=NN2CCN(C3c4ccccc4-c4ccccc43)CC2)cc(OC)c1O	-2.4
CNC(=O)CON=Cc1ccc(N(C)C)cc1	-19.6
CCOc1ccc(-c2cc(C(=O)NN=C(C)c3cccnc3)c3ccccc3n2)c(OCC)c1	-24.2
CCOC(=O)c1c(-c2ccc(C)o2)csc1NC(=O)CSc1nc2sc(C)c(C)c2c(=O)n1-c1ccccc1	-8.0
O=C(ON=C(c1ccccc1)c1ccncc1)c1ccc(F)cc1	-17.4
COC(=O)N1CCc2ccc(NC(=O)c3ccc4ncsc4c3)cc2C1	2.0
CCC(=NNc1ccccc1)c1c(O)[nH]c(=O)[nH]c1=O	8.4
CCOc1cc(S(=O)(=O)NC(C)C)c(OCC)cc1C	2.0
Cn1nc(N2CCC(C(=O)O)CC2)ccc1=O	-1.0
COC(=O)c1ccc2nc(NC(=O)c3ccc(N(C)C)cc3)sc2c1	-5.0
CS(=O)(=O)N1CCCC1C(=O)Nc1nc2c(s1)CCC2 (stereo not given)	-2.0
NC(=NNS(=O)(=O)c1ccc(Cl)cc1)c1ccccn1	-8.1
Cc1ccc(CSc2nc(CC(=O)Nc3ccc4c(c3)OCCO4)cs2)cc1	-5.0
COC(=O)c1ccc(S(=O)(=O)NCCN2CCC(c3cccs3)CC2)cc1	-13.0
COC(=O)C(C)Oc1ccc2c(c1)O/C(=C\c1cc(Br)cc3c1OCOC3)C2=O (stereo not given)	-2.0
O=C1C(=O)N(Cc2cccnc2)C(c2cccc(Br)c2)C1=C(O)c1ccc2c(c1)OCO2 (stereo not given)	-19.8

Looked up by compound from above, two records:
SMILES	SSB-PriA inh
Cn1nc(N2CCC(C(=O)O)CC2)ccc1=O	-1.0
CCC(=NNc1ccccc1)c1c(O)[nH]c(=O)[nH]c1=O	8.4

Next part.
SMILES	SSB-PriA inh
CCS(=O)(=O)c1ccc(-c2ccc(NS(=O)(=O)c3cc(C)c(OC)cc3C)cc2)nn1	-11.0
CS(=O)(=O)N1CCCC[C@H](c2ccc(Cl)cc2)C1	-10.0
COc1ccc(-c2noc(CSc3nc4ccsc4c(=O)n3C3CC3)n2)cc1OC	-10.0
Cc1ccc(C(C)C)c(OCC(=O)NS(=O)(=O)c2ccc(Br)cc2)c1	-13.0&7.0
O=S(=O)(Cc1ccc(C(F)(F)F)cc1)NCC1(O)CCOCC1	-6.0
CSc1cccc(NC(=O)Cn2nc3ccc(SC4CCCCC4)nn3c2=O)c1	-13.0
COc1ccc(CC(=O)NCc2nnc(SCC(=O)Nc3nc4ccccc4s3)n2-c2ccc(F)cc2)cc1	-4.0
Cn1c(C=NNc2nc3ccccc3[nH]2)nc2ccccc21	7.0
Cc1nc2cc(NC(=O)COc3ccccc3)ccc2s1	0.0
NC(=NOC(=O)Cc1ccccc1)c1ccccc1Cl	-28.7
O=C(CN1C(=O)CCC1=O)NCC(O)(c1ccco1)C1CC1 (stereo not given)	6.0
CCOc1ccccc1NC(=O)C(=O)Nc1ccc2c(c1)N(C(=O)C1CC1)CCC2	-27.0&-20.0
O=C(Cc1cc(-c2ccccc2)on1)NCc1ccccn1	-9.0
CCCOc1ccccc1C=NNc1ccnc(=O)[nH]1	-20.8
Cc1ccc(S(=O)(=O)N2CCCC2C(=O)Nc2cc(C)nn2C(C)C)cc1 (stereo not given)	-9.0
COC1(CNC(=O)NC(C)(C)C)Cc2ccccc2C1	-11.0
CCOc1cc(C=NNC(=O)c2nn(C)cc2Br)ccc1OCc1ccccc1Cl	-13.1
COC(=O)c1ccc(NC(=O)COc2coc(CN3c4ccccc4C[C@@H]3C)cc2=O)cc1	-21.0
CN(C)CCN(C(=O)CCCc1ccccc1)C1CCOCC1	-13.0
COc1ccc(C(=O)Nc2nc3c(s2)CCCC3C(=O)NCC2CCCO2)cc1 (stereo not given)	-13.0
O=C(NCCC1=CCCCC1)c1cc2n(n1)CCCO2	-16.0
Cc1ccn(-c2ccc(Nc3ccc(NC(=O)c4cccs4)cc3)nn2)n1	-4.0
O=C(COc1ccccc1)NCC(=O)NN=Cc1ccccc1	-1.7
O=C(Nc1nc(-c2ccccc2)ns1)c1ccccc1F	-11.0
Cc1ccc(C2CC(c3cccs3)=NN2C(=O)CSc2cn(Cc3cc(C)ccc3C)c3ccccc23)cc1 (stereo not given)	14.0
COc1ccc(Cl)c2sc(N3CCN(C(=O)c4cccc(S(C)(=O)=O)c4)CC3)nc12	0.0
Cc1ccc(S(=O)(=O)N(C)CC(=O)NC[C@H](O)Cn2c3ccccc3c3ccccc32)cc1	3.0
COc1ccccc1N(CC(=O)NN=Cc1c(O)ccc2ccccc12)S(C)(=O)=O	18.8
O=[N+]([O-])c1ccc(S(=O)(=O)Nc2ccc(SC(F)F)cc2)cc1	28.0
O=[N+]([O-])c1ccccc1S(=O)(=O)NCCOc1cccc(C(F)(F)F)c1	23.0
O=C(Cc1ccc(Cl)cc1)NCCN1CCN(c2ccc(Cl)cc2)CC1	-9.0
CC(=NNC(=O)CSc1ccccn1)c1ccc([N+](=O)[O-])cc1	-1.1
Cn1ccc(C(=O)N2CCN(c3nc4ccccc4s3)CC2)n1	1.0
Cc1ccc(NC(=O)CON=Cc2ccccc2C)c(C)c1	-2.8
CN(C)c1ccc(C(=O)NCCC(O)c2cccc3ccccc23)cc1 (stereo not given)	18.0
COc1ccc(S(=O)(=O)C2CN(C(=O)c3ccc(Cn4ccnc4)cc3)C2)cc1	12.0
O=C(Cc1csc(Nc2cccc(Cl)c2)n1)NCc1ccco1	13.0
Cn1c(=O)oc2ccc(S(=O)(=O)N3CCC(c4cccs4)CC3)cc21	-6.0
Cc1ccc(C(C)C)cc1OCC(=O)OCC(=O)c1ccccc1	-31.0
COc1ccc(OC)c(NC(=O)C(=O)NCC2CCN(Cc3ccco3)CC2)c1	-15.0
Cc1ccc(NC(=O)Cc2ccsc2)cc1N1CCCCC1=O	4.0

From PubChem BioAssay
